Rv3671c protease – inhibits the M. tuberculosis serine protease Rv3671c; AID 2606; inhibition, % at 5.96 µM; actives 0.048% (n = 320,000); P9WHR9; in the data active means inhibition above about 38%;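 further: extracellular domain of Rv3671c used as enzyme; 0% = enzyme with DMSO and 100% = no enzyme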
UGM FP inh – Mtb UDP-galactopyranose mutase inhibition; inhibition, % at 10 µM; actives 0.06% (n = 320,000); purified UGM, fluorescence polarization probe displacement; in the data active means inhibition above about 10%, passing the limit was not always enough
Target sequence (P9WIQ1 whole entry, looked up): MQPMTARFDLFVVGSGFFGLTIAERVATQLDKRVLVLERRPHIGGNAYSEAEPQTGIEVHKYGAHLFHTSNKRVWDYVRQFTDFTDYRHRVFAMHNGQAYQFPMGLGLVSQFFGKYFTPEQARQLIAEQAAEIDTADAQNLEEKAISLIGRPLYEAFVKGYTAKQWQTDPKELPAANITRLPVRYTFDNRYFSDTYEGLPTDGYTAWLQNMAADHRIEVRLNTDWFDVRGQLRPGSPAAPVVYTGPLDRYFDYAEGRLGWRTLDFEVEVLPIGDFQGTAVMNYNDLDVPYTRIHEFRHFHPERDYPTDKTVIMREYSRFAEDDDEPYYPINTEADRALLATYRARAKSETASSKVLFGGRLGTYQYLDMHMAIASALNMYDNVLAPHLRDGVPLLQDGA
Mtb FBA inh – Mtb fructose-bisphosphate aldolase inhibition. inhibition, % at 1 µM. purified M. tuberculosis FBA, fluorescence read-out. AID 588726. actives 2.3% (n = 360,000); in the data active means inhibition above about 27%;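 further: 0% = vehicle and 100% = reference inhibitor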
Target sequence (P9WQA3 whole entry, looked up): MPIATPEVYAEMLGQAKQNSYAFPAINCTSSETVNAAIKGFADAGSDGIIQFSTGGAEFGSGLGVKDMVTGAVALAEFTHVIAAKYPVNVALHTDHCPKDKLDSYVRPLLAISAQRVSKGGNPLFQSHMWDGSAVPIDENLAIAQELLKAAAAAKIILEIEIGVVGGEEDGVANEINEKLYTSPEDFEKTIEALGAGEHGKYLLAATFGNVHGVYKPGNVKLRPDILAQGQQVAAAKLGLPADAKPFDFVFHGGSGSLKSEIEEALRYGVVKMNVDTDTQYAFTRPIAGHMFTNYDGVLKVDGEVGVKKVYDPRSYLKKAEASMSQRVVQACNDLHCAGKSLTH
Mtb BioA inh – inhibitors of Mycobacterium tuberculosis BioA enzyme; inhibition, % at 9.99 µM; AID 602481; actives 0.096% (n = 360,000); purified M. tuberculosis BioA enzyme, plate reader; in the data active means inhibition above about 40%
SARS 3CLpro inh – SARS-CoV 3CLpro protease inhibition. AID 1706. P0C6X7. actives 0.14% (n = 290,000). inhibition, % at 6 µM. recombinant SARS-CoV 3CLpro, quenched FRET peptide cleavage; in the data active means inhibition above about 12%
MazF activator – increases E. coli MazEF RNase cleavage of RNA; FAM/BHQ RNA-DNA oligo cleavage fluorescence, 5 h; activation, % at 20 µM; actives 0.32% (n = 350,000); AID 504720; in the data active means activation above about 50%
Target sequence (P0AE70 whole entry, looked up): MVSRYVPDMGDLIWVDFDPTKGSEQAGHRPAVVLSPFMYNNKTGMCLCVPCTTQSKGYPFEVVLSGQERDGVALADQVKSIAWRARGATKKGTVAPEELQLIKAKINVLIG
Vc quorum ag – induces V. cholerae light production without autoinducers; V. cholerae BH1578 lux reporter, luminescence, 6 h; activation, % at 18.7 µM; actives 0.16% (n = 350,000); AID 588436; in the data active means activation mostly above about 9.7%, no sharp cut-off; further: not every result past the cut was called active; inactives centre near 0; reference of the scale not given here
GDH-TPI inh – GDH-TPI coupled enzyme inhibition counter-screen; GDH-TPI coupled enzyme counterscreen, NADH absorbance; inhibition, % at 4.8 µM; actives 1.2% (n = 360,000); in the data active means inhibition above about 30%;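 further: 0% = DMSO wells and 100% = wells lacking the enzyme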
SSB-PriA inh – blocks PriA binding to SSB C-terminal tail | inhibition, % at 33 µM | AID 1272365 | actives 0.6% (n = 430,000) | AlphaScreen SSBct-PriA binding, biotinylated peptide; in the data active means inhibition mostly above about 37%, no sharp cut-off; inactive means mostly below about 20%;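 further: plate controls were negative control peptide for no effect and reference peptide for full effect; strong numbers were not always called active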
DUSP3 inh – DUSP3 (human) phosphatase inhibition | actives 0.52% (n = 290,000) | inhibition, % at 13.3 µM | P51452 | recombinant VHR phosphatase, pNPP absorbance; in the data active means inhibition above about 50%; further: some compounds called inactive have numbers as strong as hits
The depositor's hits bear a star; i = inactive; / = not tested or not shown; & = joins results of further samples. The list is partial, so the mix of outcomes need not match the whole.

SMILES	Rv3671c protease	UGM FP inh	Mtb FBA inh	Mtb BioA inh	SARS 3CLpro inh	MazF activator	Vc quorum ag	GDH-TPI inh	SSB-PriA inh	DUSP3 inh
Cc1cc(Cl)cc(C)c1OCCOCCNCc1ccccc1	1	-1.3	-4	0.9	2	4	0.9	4	-9	6
NS(=O)(=O)c1cc(C(=O)N2CCc3ccccc32)c(Cl)cc1Cl	-2	-1.1	1	/	-1	6	-5.3	-5	-9	19
CC(C)(C)c1ccc(OCc2ccc(C(=O)NCc3cccnc3)o2)cc1	-2	-0.9	-6	1.4	2	0	i	-3	-6	-2
CCN1C(=O)N[C@H](c2ccc(Br)cc2)C(C(=O)OC)=C1C	-2	-0.2	2	0.1	/	0	i	12	-22	/
CC(=O)Nc1ccc(NC(=O)c2ccc3c(c2)CCN3S(C)(=O)=O)cc1	-3	0.1	0	-1.4	-11	2	-1.6	1	-3	/
CC(C(=O)N1CCN(Cc2ccc3c(c2)OCO3)CC1)n1cc([N+](=O)[O-])cn1 (configuration not stated)	7	-0.9	-9	2.4	3	9	i	-6	-4	34
COc1ccc(OC)c(-c2cc(C(=O)N/N=C/c3cc(OC)c(OC)cc3OC)c3ccccc3n2)c1	-6	2.3	2	/	/	-10	-0.4	5	/	/
O=C(O)c1ccc2c(c1)c1c3n2CCNC3CCC1 (configuration not stated)	10	-0.2	13	-1.5	1	4	i	4	-1	/
CC1=NN(c2ccc(Cl)cc2)C(=O)C1C(c1ccccc1O)c1c(C)[nH]n(-c2ccc(Cl)cc2)c1=O (configuration not stated)	-213	3.9	3	/	5	-2	-1.9	14	10	7
CCOC(=O)N1CCC(NC(=O)c2ccccc2C(=O)O)CC1	4	-1.1	1	-2.0	-2	3	i	-6	-12	5
NC(=O)C1CCCN(CCc2ccccc2)C1 (configuration not stated)	2	-4.0	-3	/	-5	0	i	18	-1	36
Cc1ccc(NC(=S)N(Cc2ccco2)C(C)c2cccs2)c(Cl)c1 (configuration not stated)	-3	3.2	-4	-2.0	0	0	-0.7	-2	-10	16
CN1CCN(C(=O)C2CCCN(c3ncnc4c3nc3n4CCCCC3)C2)CC1 (configuration not stated)	-3	2.1	-3	1.7	-4	5	-2.1	0	12	34
CCC1CCC/C1=N\NC(=O)CCC(=O)Nc1ccccc1Cl (configuration not stated)	-2	-1.2	-1	24	0	-1	-0.2	6	/	1
CCc1cc(S(N)(=O)=O)cc(CC)c1NC(C)=O	-2	-3.5	1	/	3	7	-0.3	-9	-11	22

The final 2 compounds of the section before are carried over, then new ones follow.
SMILES	Rv3671c protease	UGM FP inh	Mtb FBA inh	Mtb BioA inh	SARS 3CLpro inh	MazF activator	Vc quorum ag	GDH-TPI inh	SSB-PriA inh	DUSP3 inh
CCC1CCC/C1=N\NC(=O)CCC(=O)Nc1ccccc1Cl (configuration not stated)	-2	-1.2	-1	24	0	-1	-0.2	6	/	1
CCc1cc(S(N)(=O)=O)cc(CC)c1NC(C)=O	-2	-3.5	1	/	3	7	-0.3	-9	-11	22
COc1cccc(CN2CCC(CO)(CC3CCCCO3)CC2)c1 (configuration not stated)	-2	-1.7	-3	/	4	2	-0.1	1	-1	11
Cc1ccc(C(=O)Nc2ccc(Oc3ccc(C(=O)O)c(C(=O)O)c3)cc2)cc1C	-2	3.4	4	0.2	3	-9	i	9	-10	20
C/C(=N/NC(=O)CC1N=C(Cc2ccccc2)NNC1=O)c1cccnc1 (configuration not stated)	-7	-0.3	6	/	1	6	i	-5	/	18
C=CCSc1nnc(NC(=O)c2ccc(NC(C)=O)cc2)s1	-9	1.0	2	-0.7	1	-4	0.7	15	-10	-4
Nc1ccc(-c2nnn(Cc3ccccc3F)n2)cc1	-13	-1.8	0	0.3	-2	2	i	6	-11	28
O=C(Nc1ccccc1C(=O)NCc1cccnc1)c1cccc([N+](=O)[O-])c1	1	-1.7	2	/	6	-6	-0.3	8	3	-11
CC(C)(C)S(=O)N1Cc2cc(=O)n(Cc3ccccc3)c(CCO)c2[C@H]1CCO (some centres not stated)	/	/	10	-1.7	/	-49	i	3	2	/
COc1ccc(OC)c(-n2c(-c3cnccn3)n[nH]c2=S)c1	0	-1.7	3	-2.0	-3	0	/	7	10	22
CC(NC(=O)C1CCCN(S(=O)(=O)c2cccc3nonc23)C1)c1ccccc1 (configuration not stated)	4	2.5	1	/	3	-8	i	18	3	19
Cc1ccc(S(=O)(=O)NCc2cccnc2)cc1C(=O)N1CCCC1	-5	-1.8	-3	1.2	-2	7	0.5	0	-4	-3
O=C(Nc1ccc(S(=O)(=O)N2CCOCC2)cc1)c1ccc2c(c1)S(=O)(=O)c1ccccc1C2=O	12	-3.4	-4	/	-4	8	2.0	-4	-1	21
COc1cc(C(=O)O)ccc1OCC(=O)N1CCOCC1	5	-2.3	0	0.1	5	-2	/	5	-12&-2	1
CNCCCOc1ccc(Cl)cc1C(C)(C)C	7	3.3	4	1.5	2	29	i	1	-10	29
O=C(Cn1ncc2c3ccccc3n(Cc3ccccc3)c2c1=O)N1CCN(c2ccccn2)CC1	-11	3.3	6	-1.4	-7	-4	-0.6	7	-16	6
CCN(CC1CCCN(CCc2cccc(F)c2)C1)C(=O)c1cc(C)oc1C (configuration not stated)	-2	-3.9	0	1.7	1	6	-0.1	1	7	23
Cc1ccccc1-c1nc2sc(C)c(C)c2c(=O)o1	-5	-0.9	1	-0.5	-3	12	-0.4	-1	-15	38
COC(=O)c1cc(S(=O)(=O)N2CCN(c3cccc(Cl)c3)CC2)c[nH]1	-13	1.4	2	-6.2	-1	6	0.2	10	-6	9
COc1ccc(NC(=O)N(C)C[C@H]2Oc3ccc(NC(=O)CCN4CCOCC4)cc3C(=O)N([C@@H](C)CO)C[C@H]2C)cc1	-5	-1.6	0	-1.6&-3.2	/	2	i	-2	-4	/
COc1ccc(S(=O)(=O)Nc2ccc3oc(C)c(C(=O)O)c3c2)cc1	4	3.8	6	-0.1	5	1	-0.3	-5	-21&-9&3	13
COc1ccccc1C(=O)Nc1cc(Cl)ccc1-n1cncn1	-4	1.7	3	-3.7	2	-3	-0.6	1	-14	2
CC(C)CC(NC(=O)c1cccc(Cl)c1)C(=O)O (configuration not stated)	12	0.1	-8	-0.6	-1	-3	4.0	-4	-11	9
O=C(O)c1ccccc1SC1CC(=O)N(c2ccccc2)C1=O (configuration not stated)	10	-1.5	8	/	4	5	i	5	-12	-14
COc1ccc(CC(N)c2csc(NC(=O)Nc3ccc(F)cc3)n2)cc1 (configuration not stated)	/	/	-1	0.7	/	/	-0.6	3	/	/
CCn1c(=N)n(CC(O)c2cccs2)c2ccccc21 (configuration not stated)	-11	-2.1	1	/	-6	4	-0.3	7	5	16
COCC(=O)NCc1nc2ccccc2n1Cc1ccccc1F	-8	0.6	-6	0.8	0	-1	-0.3	-6	-2	24
CC(C)=CCC/C(C)=C/CNC(=O)C[C@H]1C[C@H](C(=O)N2CCOCC2)[C@@]2(C)c3[nH]c4ccc(Cl)cc4c3CCN2C1=O	/	/	-1	-1.2	/	13	i	3	-4	/
CCOc1ccc(/C=C/C(=O)Nc2ccccc2C(F)(F)F)cc1	-15	-0.9	4	/	6	-2	-0.3	15	-8	-8
Cc1ccc([C@H]2C[C@H](O)[C@@H](n3cc(-c4ccc(F)cc4)nn3)CN2C(=O)c2cccs2)cc1	/	/	-3	-1.6	/	2	-0.4	-5	/	/
N#Cc1c(-n2cccc2/C=N/O)sc2c1CCCC2	0	-0.3	11	/	4	4	0.5	0	/	22
Cc1cc(C)nc(-n2ncc3c2CC(c2cccc(Cl)c2)CC3=O)n1 (configuration not stated)	-5	0.4	29*	-1.7	5	-22	-0.6	16	-7	18

A few values from the entries so far.
Entry of `Cc1ccc(S(=O)(=O)NCc2cccnc2)cc1C(=O)N1CCCC1` in Mtb BioA inh: 1.2
Entry of `Cc1ccc([C@H]2C[C@H](O)[C@@H](n3cc(-c4ccc(F)cc4)nn3)CN2C(=O)c2cccs2)cc1` in GDH-TPI inh: -5
Entry of `COc1cccc(CN2CCC(CO)(CC3CCCCO3)CC2)c1` (configuration not stated) in SSB-PriA inh: -1
Entry of `CCn1c(=N)n(CC(O)c2cccs2)c2ccccc21` (configuration not stated) in Rv3671c protease: -11
Entry of `Cc1ccc(C(=O)Nc2ccc(Oc3ccc(C(=O)O)c(C(=O)O)c3)cc2)cc1C` in UGM FP inh: 3.4

(cont.)
SMILES	Rv3671c protease	UGM FP inh	Mtb FBA inh	Mtb BioA inh	SARS 3CLpro inh	MazF activator	Vc quorum ag	GDH-TPI inh	SSB-PriA inh	DUSP3 inh
COc1ccc(CNC(=S)Nc2cc(C)cc(C)c2)cc1	-1	-0.2	-2	-0.5	2	7	i	-5	11	10
CCCn1nc2ccccc2c1P(=N)(N1CCOCC1)N1CCOCC1	14	1.7	3	/	-7	-5	-2.5	-14	-11	8
COc1ccc(N2CCN(c3cc(C)c4ccc(C)cc4n3)CC2)cc1	4	-1.4	2	1.2	-2	2	i	30	6	40
C[C@@H]1CN([C@H](C)CO)C(=O)c2cc(Br)cnc2O[C@@H]1CN(C)C(=O)NC1CCCC1	/	/	2	0.7&0.5	/	0	-0.1	8	/	/
COc1ccc(CCN2C(=O)CN=C2Nc2ccc(F)cc2)cc1OC	-8	0.3	2	/	4	-6	i	6	-16	27
CC(=O)NCCNc1nc(NCc2ccccc2)nc2ccsc12	/	/	6	0.3	/	/	i	11	/	/
CC(OC(=O)c1ccc2c(=O)n3c(nc2c1)CCCCC3)C(N)=O (configuration not stated)	3	1.0	2	/	-2	3	-0.4	11	-2	26
CCCCNc1nc(N(C)c2ccccc2)nc(-n2ccnc2)n1	-4	0.5	-1	/	5	7	i	-4	-8	27
NC(=O)c1ccc(NC(=O)CCCc2nc(-c3ccccc3Cl)no2)cc1	-8	3.7	-1	-1.5	-6	-16	i	3	-3	17
O=C(NC1CCCc2ccccc21)c1ccccc1OC(F)F (configuration not stated)	-3	0.9	-1	-0.9	0	2	-0.3	-11	-6	2
O=C(NC1CC1)C1=C[C@H](c2ccc(C(F)(F)F)cc2)C[C@H](OCCCCO)O1	-12	-2.3	4	0.9	/	-2	i	9	-14	/

Some of the entries above, set out differently:
smiles | Rv3671c protease | UGM FP inh | Mtb FBA inh | Mtb BioA inh | SARS 3CLpro inh | MazF activator | Vc quorum ag | GDH-TPI inh | SSB-PriA inh | DUSP3 inh
CCCn1nc2ccccc2c1P(=N)(N1CCOCC1)N1CCOCC1 | 14 | 1.7 | 3 | / | -7 | -5 | -2.5 | -14 | -11 | 8
C[C@@H]1CN([C@H](C)CO)C(=O)c2cc(Br)cnc2O[C@@H]1CN(C)C(=O)NC1CCCC1 | / | / | 2 | 0.7&0.5 | / | 0 | -0.1 | 8 | / | /
O=C(NC1CC1)C1=C[C@H](c2ccc(C(F)(F)F)cc2)C[C@H](OCCCCO)O1 | -12 | -2.3 | 4 | 0.9 | / | -2 | i | 9 | -14 | /
COc1ccc(N2CCN(c3cc(C)c4ccc(C)cc4n3)CC2)cc1 | 4 | -1.4 | 2 | 1.2 | -2 | 2 | i | 30 | 6 | 40
COc1ccc(CNC(=S)Nc2cc(C)cc(C)c2)cc1 | -1 | -0.2 | -2 | -0.5 | 2 | 7 | i | -5 | 11 | 10
NC(=O)c1ccc(NC(=O)CCCc2nc(-c3ccccc3Cl)no2)cc1 | -8 | 3.7 | -1 | -1.5 | -6 | -16 | i | 3 | -3 | 17
CC(OC(=O)c1ccc2c(=O)n3c(nc2c1)CCCCC3)C(N)=O (configuration not stated) | 3 | 1.0 | 2 | / | -2 | 3 | -0.4 | 11 | -2 | 26

Assay outcomes as filed in PubChem BioAssay.
